Screening data as filed in PubChem.
Pin1 inh – human Pin1 inhibition | AID 504891 | Potency, µM (highest dose often 115 µM), inactives show at the top dose activity, negative = inhibition, usual class: inhibitors | Pin1 FP peptide displacement, HiFluor488, 10 min | 0.009% of 390,000 active; active = well fitted inhibition curve with a large enough effect in the polarisation, with a control signal flat, not every such curve was filed as active; inconclusive = small, poorly fitted or top-dose-only effect, or effect the other way, or a change in a side signal; inactive = no such curve, though single readings can be large or run the other way; the % refers to the polarisation; note: potency is the fitted concentration of half-maximal effect; % is set by controls: 0 for no effect and ±100 for the full control effect
Target sequence (Q13526 whole entry, looked up): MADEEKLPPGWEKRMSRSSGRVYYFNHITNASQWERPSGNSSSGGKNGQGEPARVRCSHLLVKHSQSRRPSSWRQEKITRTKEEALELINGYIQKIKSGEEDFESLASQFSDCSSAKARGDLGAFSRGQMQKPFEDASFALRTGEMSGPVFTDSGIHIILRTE
D2 antag – antagonizes the human D2 dopamine receptor; P14416; HEK293 TREx D2 cells, calcium flux, dopamine EC80; inhibition, % at 10 µM; 2% of 340,000 active; AID 485344; in the data active = inhibition above about 30%; note: 0% is about no effect
Target sequence (P14416 whole entry, looked up): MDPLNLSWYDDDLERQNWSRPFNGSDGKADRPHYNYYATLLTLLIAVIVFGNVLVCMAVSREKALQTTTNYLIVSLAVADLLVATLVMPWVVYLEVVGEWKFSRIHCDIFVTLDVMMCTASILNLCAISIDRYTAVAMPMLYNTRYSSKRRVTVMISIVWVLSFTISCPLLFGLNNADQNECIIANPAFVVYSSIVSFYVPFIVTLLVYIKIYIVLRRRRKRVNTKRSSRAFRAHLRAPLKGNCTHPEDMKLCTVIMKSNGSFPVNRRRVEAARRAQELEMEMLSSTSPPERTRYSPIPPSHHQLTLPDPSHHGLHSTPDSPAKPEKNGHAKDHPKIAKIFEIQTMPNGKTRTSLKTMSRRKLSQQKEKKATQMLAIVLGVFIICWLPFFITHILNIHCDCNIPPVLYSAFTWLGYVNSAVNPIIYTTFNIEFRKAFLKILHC
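Dopamine at EC80 is the agonist stimulus; test compounds precede it by 180 s. Calcium flux read kinetically in a force-coupled, inducible HEK293 T-REx D2 cell line.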
mIDH1 inhibitor – human IDH1 R132H inhibition. O75874. IDH1-R132H enzyme, NADPH consumption, diaphorase/resazurin fluorescence. Potency, µM (titrated, usually from 76.6 µM), for the others: at the highest dose activity change, negative = inhibition, usual class: inhibitors. 0.093% of 390,000 active. AID 602179; note: potency is the fitted concentration of half-maximal effect; % is set by controls: 0 for no effect and ±100 for the full control effect; nearly all actives have a fitted effect of over 65% in size
Target sequence (O75874 whole entry R132H, stated change not applied): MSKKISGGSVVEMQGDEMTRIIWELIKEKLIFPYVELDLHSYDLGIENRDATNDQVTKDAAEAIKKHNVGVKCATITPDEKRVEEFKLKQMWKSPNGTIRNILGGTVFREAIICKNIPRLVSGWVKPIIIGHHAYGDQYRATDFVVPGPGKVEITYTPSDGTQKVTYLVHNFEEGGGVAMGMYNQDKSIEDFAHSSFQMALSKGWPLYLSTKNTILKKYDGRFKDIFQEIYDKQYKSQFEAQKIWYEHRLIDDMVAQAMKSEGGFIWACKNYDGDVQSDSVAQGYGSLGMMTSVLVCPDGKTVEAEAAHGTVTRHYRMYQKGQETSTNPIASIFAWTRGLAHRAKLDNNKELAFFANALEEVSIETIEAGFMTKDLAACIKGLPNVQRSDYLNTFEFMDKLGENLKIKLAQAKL
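IDH1-R132H (0.5 ug/mL) preincubated 30 min with compound, then NADPH (0.016 mM) and alpha-KG (2 mM) added; 80 min at RT, pH 7.5. Remaining NADPH coupled via diaphorase/resazurin to fluorescence (540/590 nm); concentration-response curves normalized to no-enzyme control.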
TRHR ag – activates the human TRH receptor; P34981; TRHR cells, calcium flux fluo-8, FDSS agonist mode; activation, % at 2 µM; 0.18% of 360,000 active; in the data active = activation above about 30%; note: 0% is about no effect
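TRHR-expressing cells loaded with fluo-8 calcium dye; 23 nL library compound pin-transferred, kinetic FDSS fluorescence (Ex 480/Em 530) recorded about 180 s for agonist-induced calcium release, before a 10 nM TRH EC20 addition for potentiator mode.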
D2 agonist – agonists of human D2 dopamine receptor; AID 485358; activation, % at 2 µM; 0.53% of 340,000 active; HEK293 T-REx D2 cells, calcium flux agonist mode; P14416;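 active = activation over 3 SD above normal in the single-dose calcium agonist read, cut at about 30% in these data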; note: 0% is about no effect
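Tetracycline-induced HEK293 T-REx cells with force-coupled D2 receptor, plated overnight at 30 C, loaded with no-wash calcium dye. After a 10 s baseline, compound was pin-added and calcium flux read kinetically for 180 s; calcium rises flagged agonists.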
USP1 inh – blocks the human USP1/UAF1 deubiquitinase complex | O94782 | recombinant USP1/UAF1, Ub-Rhodamine cleavage fluorescence | Potency, µM (highest dose often 57.1 µM), for inactives: at the top dose activity change, negative = inhibition, actives largely listed as inhibitors | 0.23% of 390,000 active | AID 743255; note: potency is the fitted concentration of half-maximal effect; % is set by controls: 0 for no effect and ±100 for the full control effect; nearly all actives have a fitted effect of over 60% in size; inactives centre near -12
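1 nM enzyme complex + cpd, 15 min RT; start with Ub-Rho 150nM final; kinetic fluorescence ex 480/em 540, 6 reads q60 s. Buffer 50mM HEPES pH 7.8, 0.5mM EDTA, 0.1 mg/ml BSA, 1mM TCEP, 0.01% Tween-20.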
TRHR enhancer – allosteric enhancers of human TRH receptor. P34981. TRHR cells, fluo-8 calcium fluorescence, EC20 TRH enhancement. enhancement, % at 2 µM. 0.66% of 360,000 active; in the data active = enhancement above about 30%; note: 0% is about no effect
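Enhancer read-out: after compound pinning and an initial kinetic agonist-mode read, an EC20 of TRH (10 nM final) was injected and fluo-8 calcium signal (Ex 480/Em 530) followed at 1 s/cycle for 100 cycles in TRHR-expressing cells.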
rTrxR1 inhibitor – rat TrxR1 inhibition | O89049 | recombinant rTrxR1, NADPH fluorescence consumption, selenite substrate | Potency, µM (series often up to 114 µM), for inactives: at the top dose activity change, negative = inhibition, usual class: inhibitors | 1% of 390,000 active; note: potency is the fitted concentration of half-maximal effect; % is set by controls: 0 for no effect and ±100 for the full control effect; nearly all actives have a fitted effect of over 65% in size
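Rat TrxR1 (90 nM in the dispensed reagent) was pre-reduced with 400 uM NADPH for 5 min at room temperature, then incubated with compound for 15 min. After 400 uM selenite was added, NADPH fluorescence (Ex 340/Em 450 nm) was followed for 8 min.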
TrxR1 substrate – is turned over as a substrate by rat TrxR1. purified TrxR1 substrate turnover, NADPH consumption readout. Potency, µM (titrated, usually from 114 µM), inactives show top-dose activity change, negative = substrate turnover. 0.01% of 390,000 active. AID 588456; note: potency is the fitted concentration of half-maximal effect; % is set by controls: 0 for no effect and ±100 for the full control effect; nearly all actives have a fitted effect of over 50% in size
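Rat TrxR1, dispensed at 90 nM, was prereduced with 400 uM NADPH (final) for 5 min at ~22 deg C, then incubated with compound 15 min before 400 uM selenite. A first-read NADPH fluorescence drop versus no-compound background flagged substrates.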
* = called active by the depositor; ? = inconclusive; nt = no result given; [ ] = another dose, or the depositor's remark. Unless noted, calls come from the whole dose curve; as a rule, active = well fitted inhibition curve with a large enough effect; inconclusive = small, poorly fitted or top-dose-only effect; inactive = no such curve, though single readings can be large or run the other way.

#	SMILES	Pin1 inh	D2 antag	mIDH1 inhibitor	TRHR ag	D2 agonist	USP1 inh	TRHR enhancer	rTrxR1 inhibitor	TrxR1 substrate
1	Cc1ccc(SCC(=O)N2c3ccccc3Sc3ccccc32)cc1	-3.1%	-18.8	6.0%	3.0	1.2	-16.1%	-2.6	?	-9.0%
2	Cc1ccc(-n2cc(-c3ccccc3)c3c(N4CCCCC4)ncnc32)cc1	-10.6%	nt	8.3%	-0.4	-0.1	-9.9%	13.2	9.9%[57.1 µM]	5.8%[57.1 µM]
3	COc1ccc(C(O)P(=O)(O)CCc2ccccc2)cc1 (centres undefined)	-3.7%	-0.8	9.5%	0.1	-0.1	-4.8%	8.0	-7.2%	-1.1%
4	COc1cccc2c(=O)c3cccc(N)c3[nH]c12	?	-3.2	8.9%	2.1	3.8	-19.6%	-8.5	-10.1%	-5.5%
5	Cc1ccc(NC(=O)NCc2c(C)nn(C)c2C)cc1Cl	3.3%	5.1	0.1%	0.1	-3.5	-1.8%	2.8	11.6%	8.2%[57.1 µM]
6	CCCNC(=O)c1ccc(COc2ccc(CCC)cc2OC)o1	-0.2%	0.3	4.3%	-2.1	-1.8	-12.9%	-5.9	7.8%	-5.4%
7	CC(Oc1ccc(Br)cc1)C(=O)NCC(c1ccco1)N1CCCCC1 (centres undefined)	0.5%	-5.5	-1.2%	0.1	nt	-3.3%	-2.2	-3.0%	-8.0%
8	CC(=O)NCc1cn2c(C)csc2n1	0.3%	-0.6	-5.0%	0.2	0.1	-16.4%	4.1	17.9%[57.1 µM]	4.6%[57.1 µM]
9	COc1cccc(-c2nc(CS(=O)CC(=O)NCCCOC(C)C)c(C)o2)c1 (centres undefined)	5.6%	-1.1	1.7%	0.3	0.4	-8.8%	-1.1	-35.7%	2.1%
10	Cc1c(NS(=O)(=O)c2cccc(C(=O)N3CCC(C)CC3)c2)c(=O)n(-c2ccccc2)n1C	-7.0%	nt	-4.6%	nt	nt	-1.5%	nt	17.5%	-1.5%
11	N#CCCn1c(O)c(N=NC(=O)CNC(=O)c2cccs2)c2ccccc21	3.4%	-5.1	2.0%	-0.9	0.0	-7.4%	9.3	-4.9%	-13.7%
12	COc1ccc(CN(C)C(=S)Nc2ccc(Cl)cc2Cl)cc1	?	4.6	4.3%	0.7	-0.1	-11.4%	-4.1	-20.5%	-1.2%
13	NC(=O)c1cc2ccccc2o/c1=N\NC(=O)c1ccc(F)cc1	1.5%	-24.5	0.8%	-1.1	0.1	-10.9%	0.8	13.4%	-6.3%
14	COc1ccc(Br)cc1/C=C(\C(=O)O)c1ccc(S(=O)(=O)N2CCCC2)s1	-3.5%	nt	-24.0%	nt	nt	-12.1%	nt	5.2%[57.1 µM]	-9.2%
15	CCOc1ccc(CCNC(=O)C(CCC(N)=O)NC(=O)OCc2ccccc2)cc1OCC (centres undefined)	0.7%	-20.8	-5.3%	-0.4	2.4	-22.0%	-5.0	11.9%	10.5%[57.1 µM]
16	O=C(CSc1nc2ccccc2o1)Nc1ccc(Cl)cc1	-3.6%	nt	0.4%	-0.6	nt	-17.2%	-1.9	8.4%	-0.2%
17	Cc1ccc(S(=O)(=O)N2CCN(C(=O)COC(=O)c3ccc(Cl)nc3)CC2)c(C)c1	1.8%	-5.8	7.9%	-2.1	0.1	-20.9%	1.7	8.0%	1.8%
18	Cc1cc(O)c2c(C)c(CC(=O)N3CCCCC3)c(=O)oc2c1	-5.2%	nt	-6.8%	0.1	0.3	?	-6.5	4.8%	0.5%
19	CC1(c2ccc3c(c2)OCO3)NC(=O)N(CC(=O)Nc2ccccc2[N+](=O)[O-])C1=O (centres undefined)	1.2%	4.6	-0.3%	1.9	0.5	-14.2%	0.4	-10.0%	-3.1%
20	O=C(Nc1ccc2c(c1)OCCO2)c1cccc(Br)c1	-9.9%	11.2	-3.8%	-1.4	0.8	-18.2%	-4.6	25.8%	-0.9%
21	S=C1NC(c2ccccc2)=NCN1c1ccc(Br)cc1	-10.8%	-8.0	0.5%	0.2	-0.6	-13.9%	11.9	14.3%	9.4%
22	COc1ccc(/C=C(\C)C(=O)c2c(C)cc(C)[nH]c2=O)cc1	3.9%	nt	-1.1%	nt	nt	1.0%	nt	-5.5%[57.1 µM]	-3.2%[57.1 µM]
23	COc1cc(Cl)c(C)cc1NC(=O)CCCN1C(=O)C(c2ccccc2)Oc2cccnc21 (centres undefined)	7.7%	nt	9.4%	-1.0	nt	-5.4%	-5.6	19.1%	-5.8%
24	Cc1cc(C)n(-c2c(F)c(F)c(CN3CCOCC3)c(F)c2F)n1	-0.9%	7.0	-0.5%	-0.1	-0.1	-22.0%	4.5	6.5%	1.8%
25	Cc1cc(SCC(=O)Nc2ccc(C(F)(F)F)cc2)nc(=O)[nH]1	20.6%	nt	16.3%	0.7	0.6	-6.2%	12.4	14.5%[57.1 µM]	0.7%[57.1 µM]
26	Cc1cc(C(=O)NP(=O)(N2CCOCC2)N2CCOCC2)c(C)n1-c1ccc(Br)cc1	-1.9%	-15.4	-1.5%	0.7	0.2	-12.3%	-13.8	5.1%	2.8%
27	COc1ccc(-n2nc(C(=O)N(C)C3CCCCC3)c3ccccc3c2=O)c(OC)c1	-2.7%	-12.0	4.6%	-0.2	-0.9	-18.4%	-3.1	8.7%	4.5%
28	O=C(NNC(=O)c1ccccc1[N+](=O)[O-])Nc1ccccc1C(F)(F)F	-9.4%	2.7	8.6%	0.3	-0.1	6.8%	4.3	-6.3%[57.1 µM]	-3.9%[57.1 µM]
29	COc1c([N+](=O)[O-])c(=O)oc2ccccc12	-3.0%	13.5	2.3%	-0.2	0.3	-20.9%	-1.7	-9.8%	-4.0%
30	COc1ccc2c(-c3ccccc3)cc(=S)[nH]c2c1	1.3%	15.1	4.0%	-0.6	-1.9	-14.6%	15.6	10.4%[57.1 µM]	14.4%[57.1 µM]

Three structures out of the list, ordered by SMILES length, ascending.
#	SMILES	Pin1 inh	D2 antag	mIDH1 inhibitor	TRHR ag	D2 agonist	USP1 inh	TRHR enhancer	rTrxR1 inhibitor	TrxR1 substrate
20	O=C(Nc1ccc2c(c1)OCCO2)c1cccc(Br)c1	-9.9%	11.2	-3.8%	-1.4	0.8	-18.2%	-4.6	25.8%	-0.9%
5	Cc1ccc(NC(=O)NCc2c(C)nn(C)c2C)cc1Cl	3.3%	5.1	0.1%	0.1	-3.5	-1.8%	2.8	11.6%	8.2%[57.1 µM]
1	Cc1ccc(SCC(=O)N2c3ccccc3Sc3ccccc32)cc1	-3.1%	-18.8	6.0%	3.0	1.2	-16.1%	-2.6	?	-9.0%

Later entries:
#	SMILES	Pin1 inh	D2 antag	mIDH1 inhibitor	TRHR ag	D2 agonist	USP1 inh	TRHR enhancer	rTrxR1 inhibitor	TrxR1 substrate
31	COc1ccc(-c2nsc(NC(=O)c3oc4ccccc4c3C)n2)cc1	6.7%	nt	39.5%[activator]	1.4	-0.6	-0.2%	2.1	31.9%	7.7%
32	C#CCNc1cc(-c2ccccc2)nc2ncnn12	1.4%	-5.6	-0.1%	-0.1	-0.2	-5.9%	-5.7	12.8%	8.5%
33	C/C(=N\NC(=O)COc1ccc([N+](=O)[O-])cc1)c1ccco1	7.3%	-11.0	-2.7%	-0.1	0.1	-14.6%	5.3	7.3%	-4.7%
34	O=C(c1ccc(CN2CCOCC2)cc1)N1CCN(Cc2ccccc2)CC1	-2.6%	21.8	4.7%	1.1	0.3	-17.2%	2.2	2.1%[57.1 µM]	9.4%[57.1 µM]
35	Nc1nncn1C(=O)c1ccccc1Cl	-1.3%	-19.8	8.3%	0.1	0.7	-14.8%	-9.2	20.7%	-1.8%
36	C=C(C)CSc1nc2nc(C)cc(C)n2n1	-4.7%	1.6	0.1%	0.0	0.7	-10.5%	-3.5	-2.0%	7.5%[57.1 µM]
37	CC1CN(CCOCCSc2ccccc2)CC(C)O1 (centres undefined)	4.0%	-29.5	0.1%	-0.1	-3.2	-9.2%	6.0	-0.1%	3.0%
38	O=C(O)C1C2CCC(C2)C1C(=O)NCCc1cccc(Cl)c1 (centres undefined)	3.0%	-10.9	6.1%	-0.1	5.4	-14.2%	-10.4	16.8%[57.1 µM]	8.5%[2.29 µM]
39	COc1ccc(-n2c(=O)[nH]cc(C(=O)Nc3ccc4c(c3)OCCO4)c2=O)cc1OC	-11.0%	11.4	6.1%	0.2	0.1	-8.7%	0.5	?	-10.2%
40	COc1ccc(-n2c(-c3ccc(Cl)cc3Cl)n[nH]c2=S)c(OC)c1	-11.4%	-9.3	46.5µM*	0.1	-0.1	-27.1%	-0.3	-20.8%	-1.1%
41	Cc1ccc(C)n1-c1nnc(N2CCCC(C(=O)NCc3ccc(F)cc3)C2)s1 (centres undefined)	-3.1%	nt	0.0%	-1.8	-1.3	-15.4%	2.8	?	-0.9%
42	COc1cc(C(C)=O)ccc1OCc1cc(C(=O)N2CCSCC2)no1	1.3%	-5.3	-1.7%	0.3	0.0	-22.6%	5.0	?	0.5%
43	CCN(CC)c1ccc(CNc2nc3ccccc3n2CCN2CCOCC2)cc1	13.9%	1.1	6.7%	-1.3	-1.0	-19.2%	14.6	12.8%[57.1 µM]	0.8%[57.1 µM]
44	O=C(N/N=C/c1cccc([N+](=O)[O-])c1)C1COc2ccccc2O1 (centres undefined)	-3.1%	nt	14.1%	0.3	nt	-0.5%	0.7	19.9%[57.1 µM]	-14.6%[57.1 µM]
45	CCOC(=O)c1c(C)[nH]c(C(=O)COC(=O)CNS(=O)(=O)c2ccc(C)cc2)c1C	41.9%[activator]	nt	8.9%	-0.7	nt	-17.9%	4.2	-0.9%	-7.5%
46	Fc1nc(N2CCCC2)c(F)c(Oc2ccccc2Oc2c(F)c(F)nc(N3CCCC3)c2F)c1F	1.6%	-18.4	-11.2%	0.4	0.2	-17.0%	-4.4	28.3%[57.1 µM]	24.6%[57.1 µM]

An excerpt; rates above refer to the full screens.
